PglD DTNB: PglD (C. jejuni) enzyme inhibition. purified PglD enzyme, DTNB colorimetric CoA detection. inhibition, % at 12.5 µM. 360,000 tested, 0.098% active. AID 602405; in the data active = inhibition above about 16%, passing the limit was not always enough; inconclusive = no clear call, values can overlap the other calls; also: strong numbers were not always called active
GSIS activator: primary screen for activators of insulin secretion dependent on glucose, INS-1E cells, GLuc reporter luminescence; activation, % at 16.6 µM; 370,000 tested, 0.61% active; INS-1E GLuc reporter insulin secretion, 2-3 h; AID 743287;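 active = lowest replicate activation of at least 40%, so every replicate reaches that level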;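 also: 0% = median of neutral control wells and 100% = median of IBMX positive control wells; some compounds called inactive have numbers as strong as hits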
Statin myotox sup: suppressors of simvastatin-induced myotoxicity in C2C12 myotubes; ATP luminescence, 48 h; scaled: DMSO 0, geranylgeraniol control 100; rescue of ATP level, % at 7.49 µM; 330,000 tested, 0.78% active;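 active = mean ATP rescue above about 67%, or every replicate alone reaching that limit, limit read from the data, passing the limit was not always enough; inconclusive = no clear call, values can overlap the other calls; inactive = mean under the limit and some replicate under it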;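 also: myotubes were challenged with 10 µM simvastatin during compound exposure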
LGR2 inh: blocks bursicon-induced cAMP signaling via Drosophila LGR2; HEK293 LGR2, CRE-luciferase, bursicon-stimulated, 4 h; inhibition, % at 9.99 µM; 380,000 tested, 0.35% active; AID 720647;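 active = drop in luminescence signal, shown as inhibition above about 50% in the replicate tests, limit read from the data, passing the limit was not always enough; inconclusive = probably only some replicates passing the limit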;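 also: agonist challenge used bursicon conditioned medium at about half maximal strength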
PGC1a acetyl inh: modulators of PGC1a acetylation. 350,000 tested, 0.17% active. AID 651687. inhibition, % at 15.6 µM. U2OS PGC1a acetylation, AlphaScreen anti-acetyl-lysine; with virally co-expressed GCN5 acetyltransferase;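 active = every replicate shows inhibition of at least 40%; inconclusive = mean inhibition at least 40% but some replicate below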;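 also: 0% = neutral control wells and 100% = positive control wells; some results beyond the cut were filed as inactive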
Cneo AK release: causes C. neoformans cell lysis | adenylate kinase release luminescence, 4 h; normalised: neutral wells 0, clomiphene wells 100 | lysis activity, % at 15 µM | 360,000 tested, 0.2% active;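 active = mean lysis activity across replicates of at least 80%, whatever share of replicates individually reach that level; inactive = mean lysis activity below 80%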
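Test system: log-phase Cryptococcus neoformans yeast cells; Quantity: yeast cell density of 5 × 10^6 cells/mL; Buffer or medium: YPD; Doses: single compound concentration per well; Timing: 4 h at 37 °C static, read 1 h later; Measured by: AK luminescence; Read-out basis: lysis from increased AK signal; Control set: Clomiphene as positive control.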
PAX8 reporter: PAX8 transcriptional activity inhibition | RMG-I TPO-luciferase reporter, SteadyGlo, 24 h | inhibition, % at 12.6 µM | 360,000 tested, 1.2% active | AID 652154;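 active = mean replicate inhibition at least 60% with every replicate also reaching 60%; inconclusive = only one of the two criteria is met; inactive = mean below 60% and not all replicates reaching 60%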;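 also: luciferase light reporting Pax8 driven TPO promoter activity; plate controls were median of neutral control wells for no effect and mitoxantrone controls for full effect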
ARNT-TACC3 inh: disrupts binding between human ARNT and TACC3; AlphaScreen His-ARNT PAS-B/GST-TACC3 binding, luminescence; TACC3 fragment carries E629A point mutation; 390,000 tested, 0.66% active; AID 623870; Q9Y6A5; inhibition, % at 9.99 µM;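 active = mean inhibition of replicates at least 50% and at least half of replicates each reaching 50%; inconclusive = half or more replicates reach 50% but mean below 50%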;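 also: 0% = complete ARNT plus TACC3 wells and 100% = ARNT alone without TACC3; many hits fall short of the cut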
An asterisk follows results filed as active; ? = inconclusive; nt = no result given.

SMILES	PglD DTNB	GSIS activator	Statin myotox sup	LGR2 inh	PGC1a acetyl inh	Cneo AK release	PAX8 reporter	ARNT-TACC3 inh
C=CCc1c(C)nc(-c2ccccc2)nc1Nc1ccc(O)cc1	-3.5	13.2	-6.3	-34.1	-14.7	1.7	-0.9	6.6
CC(C)NC(=O)c1onc(CSc2ccccn2)c1C(=O)NC(C)C	-2.3	0.8	16.1	8.9	4.5	0.3	7.0	-1.7
Cn1c(SCC(=O)Nc2nccs2)nnc1-c1cccnc1	9.6	0.7	10.5	3.9	-10.9	-0.6	-14.2	-15.2
COC(=O)c1cc(-c2cccs2)nc2ccccc12	-5.2	nt	3.0	nt	4.3	-1.0	nt	9.5
COc1ccc(-c2cn3c(C)c(C(=O)NC(C)(C)C)sc3n2)cc1	-6.8	-9.9	-25.3	-52.8	5.0	-0.8	nt	15.7
O=C(N/N=C/c1ccncc1)c1cc2c(ccc3ccccc32)o1	0.5	nt	-13.3	nt	5.5	1.6	nt	-8.1
Cc1cccc(/C=N/NC(=O)c2cc(C)nc3ccccc23)n1	-2.1	47.2	-4.3	9.8	3.3	5.2	-1.0	39.9
COc1ccc(CCNC(=O)Cn2nc(C(=O)O)c3ccccc3c2=O)cc1OC	nt	53.4	nt	2.4	nt	nt	-13.2	-0.5
Cc1nc([N+](=O)[O-])c(C(=O)OCc2ccccc2C#N)n1C	nt	9.3	nt	-15.4	3.0	nt	4.0	-3.2
CC1(C)ON(C2CCCCC2)[C@H]2c3nc4ccccc4n3C[C@H]21	-5.6	21.7	-3.4	-13.1	-2.3	1.4	11.1	-3.4
CCCCCCCCC/C(=N\O)c1ccccn1	3.7	nt	23.8	nt	-1.8	28.8	nt	-4.1
O=C(C[C@@H]1C[C@@H]2c3cc(NC(=O)C4CCOCC4)ccc3O[C@@H]2[C@H](CO)O1)NCc1cccnc1	0.7	1.0	-1.7	-9.2	4.8	40.3	-8.2	54.7*
Cc1noc(NS(=O)(=O)c2ccc(NC(=O)/C=C/c3ccc(Br)cc3)cc2)c1C	0.2	11.6	nt	23.3	nt	-2.3	-10.4	9.7
CO[C@@H]1CN(C)C(=O)c2ccc(NC(=O)c3ccccc3F)cc2OC[C@@H](C)N(C(=O)c2ccccc2F)C[C@@H]1C	1.9	-0.9	-6.9	-13.3	1.4	-5.8	nt	1.3
Cc1ccc(C(=O)Nc2ccc3c(c2)OCCO3)cc1S(=O)(=O)N1CCOCC1	-0.1	6.6	-9.3	-45.6	-8.5	-1.6	-93.2	7.7
COc1ccc(S(=O)(=O)Nc2ccccc2C(=O)N2CCOCC2)cc1Cl	7.1	10.6	nt	-1.2	-4.5	-0.6	-5.8	-1.5
COc1cccc(NC(=O)N(C)C[C@@H]2Oc3ncc(C#Cc4ccccc4)cc3C(=O)N([C@@H](C)CO)C[C@H]2C)c1	-5.9	-19.8	64.6	0.2	-5.8	1.8	11.1	1.6
CCC(=O)Nc1ccc2c(c1)C(=O)N(C)[C@@H]1CC[C@H](CC(=O)N[C@@H](C)c3ccccc3)O[C@@H]1CO2	2.4	4.2	-5.4	9.4	-12.3	-5.5	7.5	-24.6
Cc1ccc(S(=O)(=O)Nc2ccc3c(c2)C(=O)N([C@H](C)CO)C[C@@H](C)[C@@H](CN(C)C(=O)c2ccccc2)OCCCC[C@@H](C)O3)cc1	-3.0	-30.0	nt	6.0	-7.9	1.9	7.8	-0.9
Cc1noc(C)c1CSc1nnc(-c2ccncc2)n1-c1cccc(Cl)c1C	0.9	nt	4.7	nt	1.4	2.0	20.7	-4.5
C[C@H]1CN([C@@H](C)CO)C(=O)c2cc(NC(=O)Nc3ccc4c(c3)OCO4)ccc2O[C@H]1CN(C)C(=O)NC1CCCCC1	3.3	-6.3	-2.0	-1.5	-4.6	-0.7	nt	-3.7
CC(=O)c1c(C)nc2ccc(C)cc2c1-c1ccccc1	nt	19.3	-10.7	6.3	8.9	-1.9	13.6	-0.6
Cc1cc(NC(=O)CS(=O)(=O)c2cn(Cc3cccc(Br)c3)c3ccccc23)no1	-1.8	-7.5	4.0	36.3	nt	4.5	1.3	nt
Cc1cccc(C)c1NC(=O)c1cnn(-c2ccccc2)c1C	5.3	-11.0	5.5	10.6	18.9	1.8	7.4	-1.1
CO[C@H]1CC[C@H]2CCOc3ccc(C#N)cc3C(=O)N(C)C[C@H](c3ccccc3)CC(=O)N(C)C[C@H]1O2	-1.7	-2.9	-6.0	5.1	nt	0.3	7.8	2.1
O=C(N/N=C\c1c(O)ccc2ccccc12)c1ccc(O)cc1	0.2	4.1	-0.4	16.0	2.4	-5.7	?	9.1
Cc1cc(Cl)c(S(=O)(=O)N/N=C/c2ccc3c(c2)OCO3)c(Cl)c1	3.5	nt	2.0	nt	0.1	6.9	nt	-7.2
COCOc1cc(O)c(C(=O)/C=C/c2ccccc2)c(OCOC)c1	2.9	3.5	2.2	30.0	7.0	-3.6	nt	-5.8
Nc1nc2n(n1)C(c1ccccc1)CC(c1ccc(F)cc1)N2 (configuration not stated)	3.4	15.8	0.6	-9.6	nt	1.3	2.3	-7.3
COc1ccc(S(=O)(=O)Nc2cc3c4c(c2)CCC(=O)N4CCC3)cc1C	4.4	17.2	-1.6	8.9	nt	0.5	3.6	-1.3
O=C(NCC(=O)N(c1cccnc1)C(C(=O)NC1CCCC1)c1cccs1)c1cccs1 (configuration not stated)	nt	-3.3	nt	-1.8	nt	nt	-0.9	-13.6
COc1cc(O)c2c(=O)c3c(OC)c(O)ccc3oc2c1	-5.3	8.0	10.2	-50.0	-2.9	-0.3	-147.4	-7.0
CN(C)CCCNC(=O)[C@@H]1[C@@H](CO)[C@@H]2Cn3c(ccc(-c4ccc(F)cc4)c3=O)[C@@H]2N1C	-2.0	5.1	-14.3	-0.6	5.3	-0.2	-10.9	nt
CC(C)CNC(=O)Nc1ccccc1F	nt	20.8	nt	9.8	nt	nt	-13.0	-19.7
COc1ccc(C(CNC(=O)Cn2[nH]c(=O)c3ccccc3c2=O)N2CCCC2)cc1 (configuration not stated)	-0.4	nt	-13.2	nt	12.9	1.4	-2.8	-2.7
CC1CCCCN1C(=O)C1CC(c2ccc(F)cc2)=NO1 (configuration not stated)	1.7	16.9	0.1	-17.7	2.0	1.4	nt	2.1
O=C(/C=C/c1cccs1)Nc1ccncc1	nt	7.7	nt	-14.5	nt	nt	-96.9	-2.7
COc1ccc(N2CCN(C(=O)C(=O)c3c(C)[nH]c4ccccc34)CC2)cc1	-3.3	1.4	-6.1	5.3	nt	-2.6	5.3	5.9
Nc1ccn(CCCNCC(c2ccccc2)c2ccccc2)c(=O)n1	-0.6	-30.6	1.2	-1.2	3.2	-0.8	-7.3	nt
Cc1ccc2nc(SCC(=O)Nc3cc(C(C)(C)C)nn3-c3ccccc3)[nH]c2c1	nt	-5.3	3.4	nt	-3.3	nt	1.6	4.9

Overlap with the part before: 2 entries; new compounds follow.
SMILES	PglD DTNB	GSIS activator	Statin myotox sup	LGR2 inh	PGC1a acetyl inh	Cneo AK release	PAX8 reporter	ARNT-TACC3 inh
Nc1ccn(CCCNCC(c2ccccc2)c2ccccc2)c(=O)n1	-0.6	-30.6	1.2	-1.2	3.2	-0.8	-7.3	nt
Cc1ccc2nc(SCC(=O)Nc3cc(C(C)(C)C)nn3-c3ccccc3)[nH]c2c1	nt	-5.3	3.4	nt	-3.3	nt	1.6	4.9
COC(=O)c1ccc(CNC(=O)COC(=O)c2ccccc2-c2ccccc2)cc1	1.0	-40.8	4.7	-0.3	nt	-1.0	6.3	-2.0
CS(=O)(=O)N(CC(=O)N1CCCC1)c1cccc(F)c1	-11.9	-3.5	27.0	-6.2	nt	-0.1	0.6	-5.7
O=C(C[C@H]1CC[C@@H]2[C@H](COC[C@@H](O)CN2Cc2nccs2)O1)NCc1ccc(-c2ccccc2)cc1	-2.8	-5.1	6.2	-11.0	-5.2	-4.4	20.0	8.9
O=C(C[C@@H]1CC[C@@H](NC(=O)CN2CCOCC2)[C@@H](CO)O1)NC1CCCCC1	0.4	16.4	4.3	-16.3	-5.4	-4.5	-0.5	9.5
Cc1cc(C)c[n+](-c2nc3ccccc3nc2[N-]S(=O)(=O)c2ccc(Cl)cc2)c1	-4.5	2.4	3.4	1.0	-1.9	-1.9	9.1	-10.3
CCOC(=O)C1=C(COC(=O)CCOc2ccccc2C)NC(=O)NC1C (configuration not stated)	2.1	29.2	nt	2.8	nt	-1.7	2.6	13.5
Cc1cc(N2CCCC(C(=O)Nc3cccc(Cl)c3)C2)n2ncnc2n1 (configuration not stated)	nt	1.9	nt	3.5	-10.6	nt	27.1	3.4
C[C@H](O)C#Cc1ccc([C@H]2[C@@H](CO)N3CCCCN(C(=O)Nc4ccccc4)C[C@@H]23)cc1	0.6	-7.5	-1.6	0.4	-4.1	-1.7	30.2	-10.6
O=C(CSc1ccc(-c2cccnc2)nn1)Nc1ccc(F)cc1F	3.7	3.1	-3.3	7.3	3.3	0.0	-6.4	0.5
O=C(Nc1cccc(-c2nn[nH]n2)c1)c1ccc(Br)s1	-5.3	-22.4	3.2	10.5	-6.8	-6.7	-1.1	19.4
CC(=O)N(C)C[C@@H]1Oc2cc(C#Cc3cccc(F)c3)ccc2S(=O)(=O)N([C@@H](C)CO)C[C@@H]1C	0.7	-26.3	45.0	16.0	-5.6	0.7	nt	-0.5
COCCn1c(C)cc(C(=O)COC(=O)c2ccc(S(=O)(=O)N(C)C)cc2)c1C	1.7	-9.9	-5.2	7.7	12.5	3.2	nt	-4.4
C[C@@H]1CN([C@H](C)CO)C(=O)c2cc(C#C[C@@H](C)O)cnc2O[C@@H]1CN(C)Cc1cccc(F)c1	2.1	8.3	1.7	3.9	8.8	4.9	nt	-1.9
C=CCn1c(C)cc(C(=O)COC(=O)/C=C/c2cccc(OC)c2)c1C	nt	-10.5	nt	-4.6	nt	nt	-3.2	-7.8
CSc1ccccc1OCc1cc(C(=O)N(C)Cc2c(C)n[nH]c2C)no1	2.6	nt	-2.0	nt	4.9	-1.5	nt	-3.3
C[C@@H]1CN([C@H](C)CO)C(=O)c2cccc(NS(=O)(=O)c3cn(C)cn3)c2O[C@@H]1CN(C)C(=O)NC1CCCCC1	-3.5	12.7	47.6	-2.3	1.3	0.5	nt	-13.3
CSC1=NS(=O)(=O)c2c(C)nn(C)c2S1	3.1	-11.3	nt	-2.0	2.9	-0.2	-5.4	-5.8
Cc1ccc(COC(=O)c2cc(S(=O)(=O)N3CCOCC3)ccc2C)cc1	nt	-1.1	-8.8	-15.1	-6.5	nt	-1.2	nt
O=C(CC1SCCNC1=O)Nc1ccccc1Cl (configuration not stated)	nt	-4.1	nt	-7.6	nt	nt	-8.1	6.7
O=C(CSC1c2ccccc2C(=O)N1c1ccccc1)N1CCOCC1 (configuration not stated)	0.8	-3.4	20.3	9.8	-10.4	-1.5	nt	-1.8
O=C(CCS(=O)(=O)c1cccs1)Nc1ccc(C(=O)NCc2ccc(F)cc2)cc1	0.9	nt	7.1	nt	-26.2	0.0	30.0	-5.0
O=C(C[C@H]1C[C@@H]2c3cc(NC(=O)C4CCOCC4)ccc3O[C@@H]2[C@H](CO)O1)NCCN1CCCCC1	-0.9	5.0	-0.8	0.7	-1.4	43.5	-72.4	-4.3

Source: PubChem BioAssay
